Mdm2 ligase inh = blocks human Mdm2 ubiquitin ligase activity. Q00987. signal enhancement, % at 5 µM. actives 0.11% (n = 210,000). cell-based MDM2 ubiquitination luciferase reporter, 2 h; 0 = plate control, 100 = twice control, blank-subtracted;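 active means signal enhancement of 30% or more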;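 further: luminescence tracks abundance of the self-degrading MDM2-luciferase fusion protein; higher signal means inhibition of MDM2 E3 ligase activity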
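Buffer or medium: Cells held in DMEM | Assay system: Stable mammalian line carrying autodegrading MDM2–luciferase fusion reporter | Quantity: 2000 cells/well | Times: 4 h settle plus 2 h compound, 37 °C | Doses: One concentration, 5 µM, with 0.2% DMSO | Technique: Luminescence with SteadyLite reagent, 15 min at room temperature | Benchmarks: Plate controls and plate blanks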
L929 necroptosis = blocks zVAD induced death of L929 cells; L929 zVAD necroptosis rescue, ATP luminescence, 24 h; with zVAD 60 µM; viability rescue, % at 10 µM; actives 0.38% (n = 220,000); AID 1377;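 active means activation, scaled between plate controls, above about 75%, limit read from the data; inactive means activation under that limit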;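 further: 0% = zVAD with DMSO and 100% = DMSO alone without zVAD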
TNF death inh = TNF-alpha cell death inhibition in Jurkat FADD-/- cells; Jurkat FADD-/- TNF necroptosis rescue, ATP luminescence, 24 h; 0 = TNF only, 100 = no-TNF cells; activation (protection from cell death), % at 10 µM; actives 0.068% (n = 220,000); AID 463075;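 active means activation, meaning protection from cell death, of at least 50% relative to plate controls; inactive means activation below 50%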;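 further: necroptosis triggered by 40 ng/mL TNF-alpha added together with compound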
m-calpain inh = calpain II (pig) inhibition. inhibition, % at 16 µM. actives 0.37% (n = 220,000). purified calpain II, fluorogenic peptide substrate, 30 min;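 active means inhibition above about 50%, limit read from the data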
KCC2 mod = modulators of human KCC2 chloride dependent transport. KCC2 cells, thallium flux FluoZin-2 fluorescence. Q9H2X9. B-score of Tl+ flux slope (higher = more flux/activation; lower = inhibition) at 10 µM. AID 1456. actives 2.2% (n = 190,000);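 active means thallium flux slope and its plate-corrected score both differing from the plate sample mean at a set confidence after two filtering rounds, in either direction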;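 further: slope of fluorescence scaled to starting intensity during 10 to 20 s after thallium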
Target sequence (Q9H2X9 whole entry, looked up): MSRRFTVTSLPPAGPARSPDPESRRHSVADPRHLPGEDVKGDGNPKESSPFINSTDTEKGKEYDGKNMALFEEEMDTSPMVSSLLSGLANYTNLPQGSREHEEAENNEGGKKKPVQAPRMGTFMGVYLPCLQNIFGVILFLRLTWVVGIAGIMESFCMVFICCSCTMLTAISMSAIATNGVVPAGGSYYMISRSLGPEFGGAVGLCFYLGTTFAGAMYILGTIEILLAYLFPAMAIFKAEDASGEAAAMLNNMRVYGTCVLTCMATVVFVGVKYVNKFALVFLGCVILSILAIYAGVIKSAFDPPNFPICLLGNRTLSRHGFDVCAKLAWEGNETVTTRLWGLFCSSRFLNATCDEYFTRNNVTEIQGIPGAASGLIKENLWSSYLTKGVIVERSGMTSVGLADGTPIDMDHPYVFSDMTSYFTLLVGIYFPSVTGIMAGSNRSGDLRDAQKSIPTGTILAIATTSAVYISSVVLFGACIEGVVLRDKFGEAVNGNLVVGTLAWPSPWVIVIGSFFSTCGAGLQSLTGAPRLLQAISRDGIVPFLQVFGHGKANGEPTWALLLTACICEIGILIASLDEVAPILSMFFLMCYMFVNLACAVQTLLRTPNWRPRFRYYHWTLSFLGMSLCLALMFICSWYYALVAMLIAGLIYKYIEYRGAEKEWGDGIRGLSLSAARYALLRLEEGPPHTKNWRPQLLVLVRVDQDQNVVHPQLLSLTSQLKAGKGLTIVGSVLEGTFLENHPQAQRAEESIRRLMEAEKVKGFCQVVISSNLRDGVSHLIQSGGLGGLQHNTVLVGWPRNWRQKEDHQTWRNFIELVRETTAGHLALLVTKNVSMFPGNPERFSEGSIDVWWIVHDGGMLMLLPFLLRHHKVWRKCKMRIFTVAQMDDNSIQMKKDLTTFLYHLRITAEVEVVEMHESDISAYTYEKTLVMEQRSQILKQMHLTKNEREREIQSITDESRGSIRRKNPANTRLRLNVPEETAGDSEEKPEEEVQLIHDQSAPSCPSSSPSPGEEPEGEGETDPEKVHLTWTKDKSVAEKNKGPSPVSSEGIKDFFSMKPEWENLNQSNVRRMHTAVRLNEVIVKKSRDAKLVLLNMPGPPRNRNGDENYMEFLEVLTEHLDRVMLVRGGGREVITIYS
PERK inh = blocks human PERK kinase. inhibition, % at 5.6 µM. actives 0.17% (n = 220,000). Q9NZJ5. AID 1416. CHO PERK-DD fusion, SEAP luminescence translation reporter;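 active means inhibition above the mean inhibition of all tested compounds plus 3 SD, set separately per screening campaign, cut at about 2.9% in these data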;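 further: PERK kinase domain activated by AP20187 dimerizer at 100 nM; 0% = DMSO with dimerizer and 100% = rapamycin at 8.4 µM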
EBV gp42 inh = EBV gp42 inhibition. Fluorescence polarization binding assay, mP read-out. inhibition, % (tested at 21.74 µM). actives 0.42% (n = 220,000); in the data active means inhibition above about 50%
Rad51 HR inh = Rad51 (human) homologous recombination inhibition. Q06609. hRad51 DNA strand exchange, fluorescence dequenching. inhibition, % at 10 µM. actives 0.085% (n = 200,000);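 active means inhibition above 40% at the single screening dose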;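 further: 0% = DMSO control wells and 100% = blanks with heterologous ssDNA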
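material = hRad51 filaments on single-stranded DNA | reagent = Donor/quencher-labelled 47-bp dsDNA substrate | compound = 10 µM final, single point | schedule = strand-exchange reaction 15 min at room temperature | measured by = fluorescein emission 520 nm, excitation 485 nm | read-out basis = % inhibition versus plate control and blank means | benchmarks = plate controls and plate blanks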
eIF4E-4G inh = blocks eIF4E binding to eIF4G; TR-FRET eIF4E-eIF4GI(517-606) binding, 2 h; inhibition, % at 21.7 µM; actives 0.37% (n = 220,000); AID 782;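 active means inhibition above about 30%, limit read from the data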;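 further: 0% = full FRET control wells and 100% = background wells lacking eIF4GI fragment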
The depositor's hits bear a star; i = inactive; . = not tested or not shown; [ ] = dose if it differs, or a comment.

SMILES | Mdm2 ligase inh | L929 necroptosis | TNF death inh | m-calpain inh | KCC2 mod | PERK inh | EBV gp42 inh | Rad51 HR inh | eIF4E-4G inh
Cc1ccc(C(=O)N2CCN(c3cc(=O)[nH]nc3-c3ccccc3)CC2)cc1 | -5 | 0.0 | -3.3 | 0 | . | 0.3 | -13 | -2 | 1[fluorescence artefact?]
CC(NC(=S)N1CCOCC1)c1ccccc1 (configuration not stated) | -12 | 0.5 | 0.8 | -12 | 0.92 | 0.7 | -16 | 5 | -1
O=C(Nc1ccccc1)N1CCN(c2ccc(C(F)(F)F)cn2)CC1 | -4 | -0.6 | 2.0 | -36 | -1.1 | 0.6 | -24 | 3 | 4
Cc1ccc(Cl)c(OCCN2CCCC(C)C2)c1 (configuration not stated) | 2 | . | 3.9 | 8 | 0.48 | -0.7 | 1 | 14 | 4
COc1ccc(C(=O)NCc2ccc(Cl)c(Cl)c2)cc1OC | 7 | -0.2 | 2.6 | -10 | -0.54 | 0.1 | -17 | 1 | 1
CC1=CC(C)(C)n2c(O)c(N=NC(N)=S)c3c(C)ccc1c32 | -14 | -0.3 | -0.4 | -6 | 3.8* | 0.7 | -5 | -3 | -2
COc1cccc(-n2c(=S)sc3c(=O)n(-c4ccccc4OC)c(=S)[nH]c32)c1 | -7 | 1.1 | -0.5 | -4 | 0.65 | -0.2 | -8 | -4 | -6
CCc1ccc(C2c3[nH]c4ccccc4c3CCN2C(=O)c2ccc(=O)n(C)n2)cc1 (configuration not stated) | -10 | -0.2 | -3.2 | -58 | 1.8 | 1.6 | -3 | -10 | 2
Cc1csc2nc(CNC(=O)c3ccco3)cn12 | 1 | 0.2 | -0.9 | -13 | -0.61 | 0.8 | -11 | 1 | 1
O=S(=O)(/N=C(/Nc1ccc(F)cc1F)c1ccccc1)c1ccccc1 | 5 | -0.3 | 0.7 | 4 | -0.55 | 1.0 | -7 | -4 | 6
COc1cc2c(cc1OC)C1=C(C#N)CCC(=NC(=O)c3ccc(Cl)cc3)N1CC2 | -25 | -0.1 | -4.8 | 7 | . | -0.1 | -10 | 5 | -6
COc1ccccc1/C=N/NC(=O)c1nnn(-c2nonc2N)c1CSC1=NCCS1 | 0 | 54 | 5.9 | -39 | -2.4 | 0.9 | 0 | 5 | 1[fluorescence artefact?]
CCn1c(Oc2ccc(F)cc2)nc2c1c(=O)n(C)c(=O)n2C | -2 | 1.0 | 2.0 | -6 | 0.18 | 0.4 | -22 | 6 | -1
CC1CC(C)(C)NC(=S)N1CCCC(=O)Nc1ccccc1F (configuration not stated) | 11 | 3.7 | 0.6 | -21 | . | 0.7 | -21 | -3 | 5
COc1ccc(-c2cnc(OC(C)(C)C)nc2OC(C)(C)C)cc1OC | -4 | -0.1 | -4.2 | -40 | -0.36 | -0.4 | -13 | -2 | -14
O=C(CSc1nnnn1C1CCCC1)Nc1ccccc1N1CCOCC1 | -7 | -0.2 | 4.9 | 6 | 0.14 | -0.1 | -1 | 21 | -1
CSc1nnc(C)c(=O)[nH]1 | -14 | 0.1 | -0.6 | 7 | -0.57 | 1.7 | -19 | 5 | -2
Cc1cc(C[n+]2cc(Br)ccc2N)c2ncccc2c1 | . | -1.0 | 7.3 | 7 | -1.6 | 0.9 | -28 | 23 | -13
Cc1ccc2nc(Nc3nc(C)cc(-c4ccccc4)n3)[nH]c(=O)c2c1 | -11 | 0.4 | -1.9 | 7 | 0.8 | 0.4 | -16 | 19 | 5
Cn1c(=O)[nH]c(=O)c2c1nc(N1CCNCC1)n2CCOc1ccccc1 | . | 2.6 | -1.7 | . | . | 0.5 | . | 4 | .
Nc1nnc(-c2cc3ccccc3oc2=O)s1 | -9 | 0.5 | -1.1 | i | -0.13 | 0.5 | -10 | -2 | 1
Cc1ccnc(NS(=O)(=O)c2ccc(NC(=O)C3CCCO3)cc2)n1 (configuration not stated) | -19 | 0.8 | 0.4 | -13 | . | -0.6 | -11 | 0 | 4[fluorescence artefact?]
COCCCNC(=O)CCc1c(C)nc2c(-c3ccc(F)cc3)c(C)nn2c1C | 3 | 0.9 | 3.5 | -2 | -0.75 | -1.5 | -5 | 4 | -7
CCCc1cc(=O)[nH]c(SCC(=O)NCCC2=CCCCC2)n1 | -16 | 0.8 | 0.0 | 21 | -1.1 | 0.0 | -12 | 15 | 2
O=S(=O)(c1ccc(Br)cc1)n1c(Cc2ccccc2)nc2ccccc21 | -9 | 4.2 | 37 | -3 | 0.62 | 0.8 | -3 | -4 | -2

3 successive compounds already listed, quoted:
SMILES | Mdm2 ligase inh | L929 necroptosis | TNF death inh | m-calpain inh | KCC2 mod | PERK inh | EBV gp42 inh | Rad51 HR inh | eIF4E-4G inh
COCCCNC(=O)CCc1c(C)nc2c(-c3ccc(F)cc3)c(C)nn2c1C | 3 | 0.9 | 3.5 | -2 | -0.75 | -1.5 | -5 | 4 | -7
CCCc1cc(=O)[nH]c(SCC(=O)NCCC2=CCCCC2)n1 | -16 | 0.8 | 0.0 | 21 | -1.1 | 0.0 | -12 | 15 | 2
O=S(=O)(c1ccc(Br)cc1)n1c(Cc2ccccc2)nc2ccccc21 | -9 | 4.2 | 37 | -3 | 0.62 | 0.8 | -3 | -4 | -2

New compounds follow.
SMILES | Mdm2 ligase inh | L929 necroptosis | TNF death inh | m-calpain inh | KCC2 mod | PERK inh | EBV gp42 inh | Rad51 HR inh | eIF4E-4G inh
O=C(CSc1nnc(-c2ccc(C(F)(F)F)cn2)s1)c1ccc(Cl)cc1 | -11 | 2.5 | 0.5 | 1 | 0.9 | 2.1 | -2 | 5 | -2
CCOC(=O)c1nnc(-c2ccccc2)nc1NC | -9 | -0.2 | -2.0 | 12 | -0.15 | -0.7 | -16 | 2 | -12
O=C(COC(=O)c1cncc(Br)c1)NCCC1=CCCCC1 | -4 | 0.4 | -1.1 | -16 | -0.7 | 0.8 | -22 | -1 | 0
CCOC(=O)c1cc2sc(C)cc2n1C(C)C(=O)OCC (configuration not stated) | -7 | -0.3 | -0.7 | -3 | -0.0059 | 0.0 | -15 | 12 | 1
Cc1nc2c(=O)n(-c3ccc(F)c(Cl)c3)nc(C)c2s1 | -4 | 0.3 | 8.1 | -11 | -0.82 | 0.4 | 2 | -17 | -1
COc1ccc(C(=O)c2ccc(Cl)c([N+](=O)[O-])c2)cc1 | -3 | -0.3 | -9.8 | 2 | 0.094 | 0.6 | -14 | -2 | 0
O=C(NCc1ccc(F)cc1)c1cc2ccccn2n1 | -16 | 4.4 | 0.5 | -10 | 0.71 | 0.5 | -5 | -2 | 3
COc1ccc2c(CCNC(=O)Nc3ccccc3)c[nH]c2c1 | -13 | 0.5 | 0.3 | 2 | 1.1 | 1.9 | -8 | 16 | 1
Cn1c(SCC(=O)N2CCN(c3ccccc3)CC2)nnc1-c1ccco1 | -8 | -0.5 | -1.4 | -1 | -0.22 | -0.1 | -14 | 4 | 0
CCOc1ccc(OCc2ccc(C(=O)N3CCCC3)o2)cc1 | -14 | -1.4 | -2.6 | -6 | -1 | 0.2 | -16 | 4 | 1
COC(=O)c1ccccc1NC(=O)NCc1ccc2c(c1)OCO2 | -10 | -1.0 | -0.9 | 30 | -0.2 | -0.6 | 0 | 6 | 4
OCC1(Cc2ccccc2)CCCN(Cc2ccn[nH]2)C1 (configuration not stated) | -4 | 2.1 | 0.7 | -20 | -0.45 | 1.4 | -7 | 0 | 0
CC(=O)c1ccc(OC(C)C)c(CSc2nc(O)cc(=O)[nH]2)c1 | 4 | 0.5 | -2.6 | 27 | 0.88 | 1.0 | -11 | 9 | -20
CN(C)/C=N/c1sc2c(c1C#N)CC(C)(C)NC2(C)C | 2 | 1.0 | -1.5 | -5 | . | 0.1 | -20 | -4 | 1
CCn1c(SCc2nc3ccccc3[nH]2)nnc1-c1ccncc1 | -4 | 0.0 | 1.0 | -18 | -1 | 0.0 | -10 | -4 | -1
O=C(Nc1ccc(N2CCOCC2)cc1)c1cc(-c2ccncc2)nc2ccccc12 | -8 | 0.9 | -5.5 | -18 | -0.22 | -0.9 | -3 | 12 | 4
Cc1nnc(SCC(=O)N2CCOCC2)[nH]c1=O | -9 | -0.1 | 2.3 | -8 | -0.22 | 1.0 | -8 | 6 | 5
O=C(CSc1nc2ccccc2s1)Nc1cc(C(=O)O)cc(C(=O)O)c1 | 16 | 1.6 | 0.1 | -36 | -0.25 | 0.8 | -7 | 3 | -5
CCC1c2ccc(C)n2CCN1C(=O)Nc1ccccc1C(=O)OC (configuration not stated) | 6 | -0.3 | -4.4 | -28 | -0.1 | 0.2 | -7 | -18 | 6[fluorescence artefact?]
CN(C(=O)c1ccno1)c1nnc(-c2ccccn2)s1 | -11 | -0.3 | -4.4 | i | -0.19 | 0.5 | -22 | 16 | -3
O=C(NCCO)NC(=S)c1ccccc1 | -16 | 0.0 | 1.2 | 31 | -0.017 | 0.5 | 4 | -3 | -2
Cc1nn(-c2ccccc2)c(N)c1N=O | 16 | 0.7 | 0.5 | -10 | 0.4 | 0.0 | 1 | -5 | -2
CC(OC(=O)C1=COCCO1)C(=O)Nc1ccccc1C#N (configuration not stated) | -3 | 0.1 | -0.5 | -15 | 0.044 | 0.4 | -21 | -2 | 0
O=C1CCCC(O)=C1N=Nc1c(Cl)cc(C(F)(F)F)cc1Cl | -5 | 1.2 | -5.3 | 19 | 0.072 | 0.9 | -9 | 12 | -1
Cc1c(NS(=O)(=O)c2ccc(N(C)C3CCCCC3)c([N+](=O)[O-])c2)c(=O)n(-c2ccccc2)n1C | -2 | -1.1 | 2.9 | -30 | -2.6 | -0.2 | 10 | . | 0
Cc1ccc2[nH]c3c(Cl)ncnc3c2c1 | -13 | 0.9 | -6.6 | -28 | -1.6 | -0.8 | -18 | -15 | 6
CCOc1cccc(NC(=O)C2CC(=O)NC(=Nc3ccccc3)S2)c1 (configuration not stated) | -7 | 0.4 | -0.4 | 22 | 0.11 | 1.1 | -18 | . | -4[fluorescence artefact?]
COc1ccc(NC(=O)O/N=C2/CCCc3ccc(OC)cc32)cc1 | -15 | 1.2 | -23 | 15 | -1.2 | -0.2 | 2 | 0 | 2
COC(=O)C(=C/C(C)=C/c1cccnc1)C(=O)OC | 1 | 0.8 | -7.8 | -33 | 0.4 | 0.2 | -1 | 1 | -2
Cn1nnnc1SCCNCc1ccccc1OCc1ccccc1 | 5 | -0.4 | 2.5 | -2 | -0.94 | -0.3 | -6 | 10 | 22[fluorescence artefact?]

Single records, as listed above. Screens in order: Mdm2 ligase inh	L929 necroptosis	TNF death inh	m-calpain inh	KCC2 mod	PERK inh	EBV gp42 inh	Rad51 HR inh	eIF4E-4G inh
Shown for Cc1c(NS(=O)(=O)c2ccc(N(C)C3CCCCC3)c([N+](=O)[O-])c2)c(=O)n(-c2ccccc2)n1C = -2	-1.1	2.9	-30	-2.6	-0.2	10	.	0
Shown for COC(=O)c1ccccc1NC(=O)NCc1ccc2c(c1)OCO2 = -10	-1.0	-0.9	30	-0.2	-0.6	0	6	4
